ATXN2 expr inh: inhibitors of ATXN2 expression; actives 0.72% (n = 360,000); HEK-293 ATXN2-luciferase reporter, luminescence, 24 h; Potency, µM (titrated, usually from 57 µM), for inactives: at the top dose activity change, negative = inhibition, actives largely listed as inhibitors; note: potency is the fitted concentration of half-maximal effect; % is set by controls: 0 for no effect and ±100 for the full control effect; nearly all actives have a fitted effect of over 55% in size
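qHTS (up to 57 uM final) was run with 24 h compound exposure of reporter cells at 37 °C. Each well was multiplexed: SteadyGlo luminescence measured ATXN2-luciferase expression after a fluorogenic Gly-Phe-AFC viability readout (25 uM final).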
HT1080-NT tox: kills 2HG-producing HT-1080-NT fibrosarcoma cells. HT-1080-NT fibrosarcoma viability, CellTiter-Glo ATP luminescence, 48 h. actives 1.6% (n = 360,000). Potency, µM (highest dose often 46.1 µM), without a hit: at the top dose activity, negative = less viability, most hits filed as cytotoxic;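 note: NT is the 2HG producing partner of a matched IDH1 knockdown line; potency is the fitted concentration of half-maximal effect; 0% = DMSO-treated cells and -100% = media-only wells without cells; nearly all actives have a fitted effect of over 55% in size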
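Read-out is CellTiter-Glo luminescence after 10 minutes at room temperature, following 48 hours' compound treatment of HT-1080-NT cells (750 cells/well, RPMI, 5% FBS, 37 degrees C).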
KB-3-1 tox: kills parental KB-3-1 adenocarcinoma cells; KB-3-1 viability, CellTiter-Glo ATP luminescence, 72 h; Potency, µM (highest dose often 46.1 µM), for inactives: top-dose activity change, negative = cytotoxic, most hits filed as cytotoxic; actives 1.4% (n = 400,000); AID 1347075; note: potency is the fitted concentration of half-maximal effect; % is set by controls: 0 for no effect and ±100 for the full control effect; nearly all actives have a fitted effect of over 60% in size
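KB-3-1 parental drug-naive adenocarcinoma cells in DMEM/10% FBS, incubated 72 h at 37 C with pin-transferred compounds across a concentration series. Viability by CellTiter-Glo luminescence; concentration-response curves fitted after normalization.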
WRN helicase inh: WRN helicase (human) inhibition; Q14191; WRN helicase unwinding, fluorescent forked duplex, kinetic; Potency, µM (titrated, usually from 114 µM), for the others: top-dose activity change, negative = inhibition, actives largely listed as inhibitors; actives 0.46% (n = 360,000); AID 651768; note: potency is the fitted concentration of half-maximal effect; % is set by controls: 0 for no effect and ±100 for the full control effect; nearly all actives have a fitted effect of over 55% in size
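Fluorescence dequenching readout, ex 525 nm/em 598 nm, kinetic mode: forked duplex DNA (100 nM final) with adjacent fluorophore and quencher unwound by WRN (20 nM final) with 2 mM ATP. Compound preincubation 15 min, room temperature.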
HT1080 IDH1KD tx: toxicity to HT-1080 IDH1 knockdown cells (counter line). actives 2% (n = 360,000). Potency, µM (titrated, usually from 46.1 µM), for the others: at the top dose activity, negative = toxicity, hits mostly cytotoxic. HT-1080 IDH1 knockdown viability, ATP luminescence, 48 h;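 note: potency is the fitted concentration of half-maximal effect; 0% = DMSO wells and -100% = cell-free medium wells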
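Cytotoxicity counter-line: IDH1KD HT-1080, 48 h, CellTiter-Glo. Curves classed by r2, magnitude and activity.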
MCF10A rereplic: induces DNA re-replication in MCF 10a normal breast cells; MCF 10A DNA re-replication, Hoechst nuclear intensity, 48 h; AID 624296; actives 2.9% (n = 350,000); Potency, µM (doses to about 46.1 µM), for the others: at the top dose activity, positive = re-replication, usual class: activators; note: potency is the fitted concentration of half-maximal effect; % of control where 0% means no effect; nearly all actives have a fitted effect of over 50% in size
SW480 rereplic: DNA re-replication induction in SW480 cells. SW480 DNA re-replication, Hoechst DNA content imaging, 48 h. Potency, µM (highest dose often 46.1 µM), without a hit: top-dose re-replication activation, actives largely listed as activators. actives 1.8% (n = 340,000); note: potency is the fitted concentration of half-maximal effect; % of control where 0% means no effect; nearly all actives have a fitted effect of over 55% in size
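Quantitative HTS format with DMSO vehicle controls; 48 hr drug incubation at 37 C, then 40 min Hoechst staining and scanning imager measurement at 405 nm excitation.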
KB-V1 MDR tox: KB-V1 MDR subline cytotoxicity; KB-V1 MDR cells viability, CellTiter-Glo, 72 h; Potency, µM (top dose mostly 46.1 µM), for the others: at the highest dose activity change, negative = cytotoxicity, most hits filed as cytotoxic; actives 3.4% (n = 400,000); AID 1347076; note: potency is the fitted concentration of half-maximal effect; % is set by controls: 0 for no effect and ±100 for the full control effect; nearly all actives have a fitted effect of over 60% in size
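Drug-selected KB-V1 cells, grown in DMEM lacking phenol red with 10% FBS, receive compound titrations; after three days at 37 degrees C, surviving cell ATP is quantified by CellTiter-Glo luminescence and responses normalized and curve-fitted.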
IL-1B inflam inh: inflammasome signaling inhibition, IL-1 beta readout; THP-1 LPS/ATP IL-1B secretion, AlphaLISA, 16 h; stronger effect = lower value; activity change, % at 57.5 µM; actives 4.7% (n = 360,000); in the data active = activity change below about -50%; inconclusive = mostly about -30% to -49%; note: % is set by controls: 0 for no effect and ±100 for the full control effect
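Secreted IL-1B measured by AlphaLISA bead assay after 16 h compound exposure of THP-1 cells; compounds (final up to 57.5 uM) added 1 h before LPS (250 ng/mL) and ATP (1.25 mM) stimulation; lower signal means less secretion.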
* = called active by the depositor; ? = inconclusive; . = not tested or not shown; & = joins results of further samples; [ ] = another dose, or the depositor's remark. Unless noted, calls come from the whole dose curve; as a rule, active = well fitted curve in the direction sought with a large enough effect; inconclusive = small, poorly fitted or top-dose-only effect, or another doubt; inactive = no such curve, though single readings can be large; an effect the other way counts as inactive or inconclusive.

SMILES	ATXN2 expr inh	HT1080-NT tox	KB-3-1 tox	WRN helicase inh	HT1080 IDH1KD tx	MCF10A rereplic	SW480 rereplic	KB-V1 MDR tox	IL-1B inflam inh
COc1ccc(C(=O)NC2CCN(C(=S)Nc3cc(C)ccc3C)CC2)cc1	-4%	0%	12%	-14%	6%	-4%	-11%	3%	-5
CCn1c(Cc2c(C)[nH]c3ccccc23)nnc1SCC(=O)NCc1ccco1	-5%	8%	-1%	6%	11%	3%	-2%	5%	0
CC1CCN(Cc2c(C(=O)N/N=C/c3ccc(OC(C)C)cc3)nnn2-c2nonc2N)CC1	-3%	-25%	?	-9%	?	4%	-6%	-15%	0
COc1ccc(NC(=O)CCC(=O)Nc2nnc(C3CCCCC3)s2)c(OC)c1	2%	16%	-2%	-5%	8%	11%	-4%	?	0
O=C(Cc1csc2ccccc12)NCC1CC1	12%	10%	0%	8%[57.1 µM]	0%	.	.	-18%	-1
COc1cc2c(cc1NS(=O)(=O)N1CCCC1)oc1ccccc12	-2%	4%[9.24 µM]	-12%	-20%	-27%	17%	-3%	0%	-6
Cc1cc(C(=O)COC(=O)Cn2c(C(F)(F)F)nc3ccccc32)c(C)n1Cc1ccco1	-8%	-3%	1%	7%	-6%	0%	-3%	-6%	4
O=C(C1CCN(S(=O)(=O)c2ccc3c(c2)OCCO3)CC1)N1CCc2ccccc21	-10%	6%	-17%	-14%	-1%	0%	0%	?	-7
OC[C@@H]1CN(Cc2ccc3c(c2)OCO3)C[C@H](n2cnc3c(NC4CCCC4)ncnc32)O1	-3%	-2%	0%	0%	15%	.	.	-10%	-72*
Cc1ccc(S(=O)(=O)NCCC(C)C)cc1[N+](=O)[O-]	7%	0%	12%	-2%	11%	?	3%	-17%	2
CCO[C@@H]1OC(C(=O)N2CCN(Cc3ccc4c(c3)OCO4)CC2)=C[C@H](C2CC2)[C@H]1CCCO	1%	-2%	-3%	-3%	4%	0%	-23%[9.22 µM]	-12%	-4
COc1ccc(NC(=O)CN(C)C(=O)c2ccc(N3CCCC3)c([N+](=O)[O-])c2)cc1	-13%	1%	-11%	-5%	4%	-11%	?	8%	2
NC(c1ccccc1)c1cccnc1 (stereo not drawn)	15%	6%	9%	2%	4%	6%	-6%	11%	11
O=C(CN1CCCC1c1cccs1)Nc1cc(S(=O)(=O)N2CCCCC2)ccc1Cl (stereo not drawn)	.	-29%	-12%	-4%	?	-7%	8%	-5%	-15
Cc1cccc(C(=O)OCC(=O)c2csc(N3CCCCC3)n2)c1[N+](=O)[O-]	.	2%	12%	-30%	7%	-9%	-9%	16%	18
Cn1nc(C(=O)N2CCN(c3ccccc3F)CC2)c2c1-c1ccccc1S(=O)(=O)C2	-5%&-23%	18%	13%&-4%	7%	0%	5%	12%	-17%&-9%	0
COc1cccc(CCc2nnc(N)s2)c1	.	6%	-1%	4%	11%	3%	-4%	8%	19
CCCNC(=O)C1(C)CCCN(C(=O)c2ccc(OC(F)F)cc2)C1 (stereo not drawn)	14%	26%	0%	0%	?	.	.	13%	-1
CC(C)n1c(CSCc2ccc(Cl)cc2Cl)n[nH]c1=S	-4%	-14%	-7%	-13%	-2%	10%	-14%	-2%	21
COCCn1c(SCC(=O)NC2CCCC(C)C2C)nc2ccccc2c1=O (stereo not drawn)	-4%	7%	0%	-5%	11%	-6%	-60%[inhibitor]	-5%	9
Cc1ccc(-n2ncc(C#N)c2N)cc1	0%	8%	13%	-9%	-1%	4%	1%	0%	12
COc1cc(/C=C/c2nc(N)nc(-c3ccccc3O)n2)cc(OC)c1OC	-5%	-29%	-10%	-3%	-28%	?	?	-5%	7
Cc1onc(-c2ccccc2)c1C(=O)N(Cc1ccccc1)C(C)C	.	?	-21%	3%	5%	9%	7%	-31%	23
COc1ccc(OCC(O)CNc2ccc(Br)cc2)cc1 (stereo not drawn)	-7%	15%	0%	-15%	-28%	4%	3%	?	?
COc1cccc(CN2CC(C(=O)NCCCn3cccn3)CCC2=O)c1 (stereo not drawn)	63%[activator]	14%	11%	-5%	-8%	-3%	4%	?	-4
O=S(=O)(NC1CCCCC1)c1ccc(S(=O)(=O)N2CCN3CCCC3C2)cc1 (stereo not drawn)	-8%	9%	-5%	-4%	6%	3%	-1%	-17%	20
Cc1ccc(NC2=NCC(=O)N2C2CCCC2)cc1	5%	6%	14%	-11%	5%	-7%	-10%	24%	-6
C/C(CC(=O)Nc1ccc([N+](=O)[O-])cc1)=N\NC(=O)c1ccccc1O	.	-27%	0%	-17%	-25%	?	25%	2%	17
CCCCNc1c(-c2ccc(SC(C)CC)c(OC)c2)nc2ccc(Cl)cn12 (stereo not drawn)	5%	6%	-6%	-10%	0%	23µM*	21µM*	-7%	-68*
COC(=O)c1ccc(N=Nc2ccccc2)cc1	58%[activator]	-6%	9%	-9%	-20%	1%	-4%	1%	-2

Entries of single compounds, quoted from the list. Values in the order: ATXN2 expr inh	HT1080-NT tox	KB-3-1 tox	WRN helicase inh	HT1080 IDH1KD tx	MCF10A rereplic	SW480 rereplic	KB-V1 MDR tox	IL-1B inflam inh
Cc1ccc(-n2ncc(C#N)c2N)cc1 reads 0%	8%	13%	-9%	-1%	4%	1%	0%	12
CCCCNc1c(-c2ccc(SC(C)CC)c(OC)c2)nc2ccc(Cl)cn12 (stereo not drawn) reads 5%	6%	-6%	-10%	0%	23µM*	21µM*	-7%	-68*
COCCn1c(SCC(=O)NC2CCCC(C)C2C)nc2ccccc2c1=O (stereo not drawn) reads -4%	7%	0%	-5%	11%	-6%	-60%[inhibitor]	-5%	9
Cn1nc(C(=O)N2CCN(c3ccccc3F)CC2)c2c1-c1ccccc1S(=O)(=O)C2 reads -5%&-23%	18%	13%&-4%	7%	0%	5%	12%	-17%&-9%	0
COc1cccc(CN2CC(C(=O)NCCCn3cccn3)CCC2=O)c1 (stereo not drawn) reads 63%[activator]	14%	11%	-5%	-8%	-3%	4%	?	-4

Next results
SMILES	ATXN2 expr inh	HT1080-NT tox	KB-3-1 tox	WRN helicase inh	HT1080 IDH1KD tx	MCF10A rereplic	SW480 rereplic	KB-V1 MDR tox	IL-1B inflam inh
COc1ccc(N2CCN(C(=O)COc3ccc4ccccc4c3)CC2)cc1	4%	0%	2%	3%	-1%	0%	3%	0%	-6
CNC(=O)c1[nH]cnc1C(=O)N[C@@H](Cc1ccccc1)C(=O)OC(C)(C)C	-4%	9%	-2%	-8%	13%	-4%	-3%	0%	54
COc1ccc(C(=O)Oc2cccc3cccnc23)cc1[N+](=O)[O-]	-20%	10%	6%	3%	16µM*	?	?	2%	-13
CC1Cc2cc(/C(O)=C3/C(=O)C(=O)N(CCCn4ccnc4)C3c3cccc([N+](=O)[O-])c3)ccc2O1 (stereo not drawn)	12%	13%	15%	-6%	11%	-2%	-1%	?	-4
NC(=O)c1cccn1-c1ncc(C(F)(F)F)cc1Cl	-6%	13%	15%	14%	14%	-7%	-7%	0%	3
C=CCSc1ccccc1C(=O)Nc1ncn[nH]1	3%	-7%	-1%	6%	-12%	-1%	10%	-8%	37
O=C(Nc1ccc([N+](=O)[O-])cc1)c1cc(Cl)sc1Cl	.	-8%	?	-6%	-4%	-11%	-3%	-4%	-6
CC(C)(C)C(=O)O/N=C(\N)c1ccc(Oc2cc(Cl)cc(Cl)c2)c([N+](=O)[O-])c1	8%	13%	12%	10%	6%	5%	8%	?	-61*
CCOC(=O)C1CCCN(C(=O)c2ccc3ccccc3c2)CC1 (stereo not drawn)	4%	-2%	0%	1%	6%	.	.	0%	17
O=[N+]([O-])c1cc([N+](=O)[O-])c(Oc2cc(F)ccc2F)cc1NN1CCCCC1	10%	-11%	12%	6%	-18%	4%	2%	?	0
CC1=C(C(=O)N(C(C)C)C(C)C)CC(CC(=O)NCCCCc2ccccc2)C(=O)N1CCC1=CCCCC1 (stereo not drawn)	-12%	?	-22%	2%	?	.	.	?	-59*
CCCN(CC(=O)Nc1ccccc1OC)C(=O)CCC(=O)c1ccc(OCC)cc1	.	-4%	-6%	-5%	0%	-1%	?	0%	-6
CSc1ncnc2c1ncn2CCCNCC(c1ccccc1)c1ccccc1	-27%	-7%	-22%	3%	-10%	.	.	-26%	-3
CCOC(=O)c1sc(NC(=O)c2ccccc2F)c(C(N)=O)c1C	-25%	-2%	4%	2%	-6%	?	-1%	-21%	17
O=C(CNC(=O)N1CC(=O)Nc2ccccc21)Nc1ccc(F)c(Cl)c1	-10%	-3%	3%	-8%	-8%	-2%	-15%	-1%	-7

Structures listed so far printed as active in SW480 rereplic.
Molecule | WRN helicase inh | SW480 rereplic | IL-1B inflam inh
CCCCNc1c(-c2ccc(SC(C)CC)c(OC)c2)nc2ccc(Cl)cn12 (stereo not drawn) | -10% | 21µM* | -68*

High-throughput results as filed in PubChem BioAssay.
